Assay outcomes deposited in PubChem BioAssay by several laboratories.
STEP inh = STEP phosphatase inhibitors, primary screen, biochemical, fluorescence intensity, uHTS | Tyrosine-protein phosphatase non-receptor type 5 (Homo sapiens), P54829 | inhibition, % at 20 µM | recombinant STEP, OMFP fluorogenic substrate | 0.25% of 360,000 active;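 active means inhibition at 20 µM, scaled per plate between control wells, above about 37%, limit read from the data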;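 further: 0% = DMSO with enzyme and substrate and 100% = substrate only without enzyme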
Target sequence (P54829 whole entry, looked up): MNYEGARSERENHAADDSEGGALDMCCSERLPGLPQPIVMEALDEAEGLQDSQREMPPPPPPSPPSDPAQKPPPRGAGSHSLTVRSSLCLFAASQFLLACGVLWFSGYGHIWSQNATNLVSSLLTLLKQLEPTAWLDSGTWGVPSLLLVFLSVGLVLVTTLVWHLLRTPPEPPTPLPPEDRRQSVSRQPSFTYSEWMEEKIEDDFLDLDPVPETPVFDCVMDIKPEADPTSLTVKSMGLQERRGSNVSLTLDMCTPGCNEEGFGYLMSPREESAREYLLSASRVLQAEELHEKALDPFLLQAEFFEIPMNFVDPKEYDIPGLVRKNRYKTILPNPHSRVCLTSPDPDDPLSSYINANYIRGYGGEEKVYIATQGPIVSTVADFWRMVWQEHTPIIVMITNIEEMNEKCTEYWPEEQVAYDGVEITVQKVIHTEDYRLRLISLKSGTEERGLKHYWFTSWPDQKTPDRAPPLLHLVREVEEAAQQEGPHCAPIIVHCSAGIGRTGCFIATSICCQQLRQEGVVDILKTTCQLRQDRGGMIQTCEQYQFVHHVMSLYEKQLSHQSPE
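System: isolated STEP enzyme; schedule: 20 min enzyme reaction at room temperature, protected from light; medium: Bis-Tris buffer pH 6.0, 2.5 mM DTT, 0.005% Tween 20; signal: fluorescence, 480/540 nm; dosing: single compound dose of 20 µM, 1% DMSO final; also added: OMFP substrate, 25 µM final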
MsrA inhibitor = bovine MsrA enzyme inhibitors, primary screen, biochemical, absorbance, HTS; 0.75% of 360,000 active; inhibition, % at 15.5 µM; Methionine sulfoxide reductase A (Bos taurus); purified bovine MsrA, absorbance read-out; in the data active means inhibition above about 4.5%;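 further: 0% = vehicle wells with enzyme and 100% = reference inhibitor wells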
bovine MsrA act = bovine MsrA enzyme activators, primary screen, biochemical, absorbance, HTS | Methionine sulfoxide reductase A (Bos taurus) | purified bovine MsrA, absorbance read-out | activation, % at 10.6 µM | 0.3% of 360,000 active | AID 602163, 2012; in the data active means activation above about 7.5%;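 further: 0% = vehicle and 100% = reference activator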
SUMO1 PPI mod = modulators of SUMO1 protein-protein interactions, primary screen, biochemical, uHTS; AID 602429, 2012; inhibition, % at 20 µM; Small ubiquitin-related modifier 1 (Homo sapiens), P63165; SUMO1 binding to a labelled peptide, TR-FRET, 1 h; 0.33% of 360,000 active; in the data active means inhibition above about 37%
Target sequence (P63165 whole entry, looked up): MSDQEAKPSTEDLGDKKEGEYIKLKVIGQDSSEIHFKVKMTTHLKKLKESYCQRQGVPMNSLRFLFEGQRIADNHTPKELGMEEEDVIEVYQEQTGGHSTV
LMPTP block = LMPTP phosphatase inhibitors, primary screen, biochemical, fluorescence intensity, uHTS | recombinant LMPTP-A, OMFP fluorogenic substrate | inhibition, % at 20 µM | Low molecular weight phosphotyrosine protein phosphatase (Homo sapiens), P24666 | 0.22% of 360,000 active;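 active means compounds that cut the enzyme signal by at least half of the control window in the single-dose screen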;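 further: plate controls were DMSO wells with enzyme plus substrate for no effect and substrate without enzyme for full effect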
Target sequence (P24666 whole entry, looked up): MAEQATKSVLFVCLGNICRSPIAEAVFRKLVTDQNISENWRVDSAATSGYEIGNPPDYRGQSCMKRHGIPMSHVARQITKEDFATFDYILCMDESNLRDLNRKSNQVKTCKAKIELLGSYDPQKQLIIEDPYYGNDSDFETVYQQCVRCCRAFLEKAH
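Test system – LMPTP-A enzyme · Amount – LMPTP-A at 0.625 nM final in the reaction · Buffer or medium – Bis-Tris pH 6.0, DTT, detergent · Reagent – OMFP 400 µM · Doses – single 20 µM dose · Schedule – reaction 50 min, room temperature, dark · Detection – fluorescence intensity of OMFP turnover product · Evaluation – percent inhibition versus substrate-only and uninhibited controls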
eLon inh = inhibitors of E. coli Lon protease, primary screen, biochemical, fluorescence polarization. purified E. coli Lon protease. inhibition, % at 7.94 µM. 0.42% of 360,000 active. AID 602123, 2011; in the data active means inhibition above about 13%, passing the limit was not always enough;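 further: 0% = enzyme with probe and DMSO and 100% = no enzyme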
Scp-1 inhibitor = Scp-1 phosphatase inhibitors, primary screen, biochemical, colorimetric, uHTS. Carboxy-terminal domain RNA polymerase II polypeptide A small phosphatase 1 (Homo …. Recombinant Scp1, phosphopeptide, malachite green phosphate absorbance. inhibition, % at 20 µM. 0.88% of 340,000 active. AID 493091, 2011;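 active means inhibition above about 50% at 20 µM, limit read from the data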;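 further: plate controls were DMSO wells with enzyme for no effect and wells lacking enzyme for full effect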
Target sequence (Q9GZU7 76-261 limits assumed): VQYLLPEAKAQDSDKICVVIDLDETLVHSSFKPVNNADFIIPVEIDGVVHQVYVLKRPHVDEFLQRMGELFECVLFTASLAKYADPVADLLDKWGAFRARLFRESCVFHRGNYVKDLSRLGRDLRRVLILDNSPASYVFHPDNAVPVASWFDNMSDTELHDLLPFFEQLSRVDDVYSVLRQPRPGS
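Test system: SCP-1 phosphatase catalytic domain, residues 76-261 | Compound dosing: One concentration, 20 µM, with 1.0% DMSO | Schedule: 45 min room-temperature reaction, 5 min colour, 30 min stabiliser | Detection: Absorbance at 630 nm | Read-out basis: % inhibition of SCP-1 phosphate liberation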
Tb MetRS inh = T. brucei MetRS inhibitors, primary screen, biochemical, luminescence | methionyl-tRNA synthetase (Trypanosoma brucei brucei) | purified T. brucei MetRS, ATP depletion, Kinase-Glo luminescence | inhibition, % at 11.9 µM | 0.4% of 360,000 active | AID 624268, 2012;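 active means inhibition above a per-plate cutoff of the control wells' mean inhibition plus 3 SD, cut at about 5.5% in these data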;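 further: 0% = DMSO wells median and 100% = median of wells with control inhibitor compound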
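Test system – parasite MetRS enzyme · Reagent – substrates ATP, L-methionine and bulk Escherichia coli tRNA · Doses – 11.9 µM compound single dose, 0.9% DMSO · Times – 15 min enzyme-compound preincubation, 2 h reaction, 10 min detection, 25 °C · Signal – Kinase-Glo luminescence, ATP depletion format · Controls – DMSO-only wells as low control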
CendR NRP1 mod = modulators of CendR peptide binding to NRP-1, primary screen, biochemical, fluorescence polarization, uHTS; Neuropilin-1 (Homo sapiens), O14786; FAM-RPARPAR peptide binding to NRP-1; inhibition, % at 25 µM; 0.85% of 360,000 active;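 active means inhibition or corrected inhibition above about 18%, plus a signal ratio from 0.5 to 1.5, limit read from the data, passing the limit was not always enough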; further: strong numbers were not always called active
DNMT1 inh = human DNMT1 methyltransferase inhibitors, primary screen, biochemical, molecular beacon, fluorescence, HinP1I cleavage, uHTS | DNA (cytosine-5)-methyltransferase 1 (Homo sapiens), P26358 | 0.83% of 360,000 active | inhibition (reported as % activation of signal), % at 10 µM; in the data active means inhibition above about 50%
Active calls of the source: *; · = not tested or not shown.

Order of results – STEP inh | MsrA inhibitor | bovine MsrA act | SUMO1 PPI mod | LMPTP block | eLon inh | Scp-1 inhibitor | Tb MetRS inh | CendR NRP1 mod | DNMT1 inh
CC(Nc1n[nH]c(=O)[nH]c1=O)C(=O)N/N=C/c1cccs1 (stereo not drawn)
  8 | 0.5 | -3 | -9 | 0.6 | 3 | -3 | 0.1 | 6 | 2
Cc1ccc(C(=O)c2coc3ccc(O)c(CN(C)C)c23)cc1
  -2 | -0.9 | -2 | 9 | -0.5 | -5 | -6 | -0.2 | 0 | 12
COc1ccccc1C(=O)C1CCCN(C(=O)c2ccccc2Cl)C1 (stereo not drawn)
  -1 | -0.3 | -1 | -2 | -0.3 | -15 | -8 | 0.7 | 12 | 3
O=C(Nc1cccc(Cl)c1)C1CCCN(S(=O)(=O)c2ccc(F)cc2)C1 (stereo not drawn)
  2 | 0.3 | -2 | 4 | 1.5 | -8 | -4 | 0.3 | 3 | -6
Cc1cccc(C)c1OCC(=O)NCc1nnc(SCC(=O)NC2CCCCC2C)n1C (stereo not drawn)
  2 | -0.8 | -5 | 2 | -2.0 | 10 | 16 | -1.0 | -1 | 0
Cc1ccc(N2CCN(S(=O)(=O)c3nnc(NC(=O)c4ccccc4)s3)CC2)cc1
  1 | 1.2 | -1 | 6 | -1.0 | 7 | -12 | 0.3 | -9 | -8
CCn1c(/C=C/c2ccccc2Cl)nc2ccccc2c1=O
  3 | 1.2 | -2 | -13 | 3.2 | 2 | -16 | -0.5 | 3 | 1
COc1cc(NC(=O)COc2cc3oc(=O)cc(C)c3cc2Cl)cc(OC)c1OC
  2 | 0.9 | -3 | 2 | 3.5 | -1 | -2 | 0.6 | -12 | -5
O=C(C/C=N/OCc1c(Cl)cccc1Cl)c1ccc(Cl)cc1
  5 | -0.8 | -5 | -5 | 2.2 | -8 | 3 | -1.5 | -1 | 8
CC(=O)N1CCc2c(sc(NC(=O)C3CC3)c2-c2nc3ccccc3s2)C1
  3 | 0.3 | -3 | -1 | 13 | -23 | -15 | 0.2 | -107 | -12
COc1ccc(OC)c(NC(=O)CSc2sc3c(O)cc(=O)[nH]c3c2C#N)c1
  13 | 3.4 | -3 | 12 | 44 | -8 | 70* | -0.2 | -43 | 16
COC(=O)[C@H](Cc1ccccc1)NS(=O)(=O)c1ccc(F)cc1Br
  -2 | -0.4 | -3 | -2 | -0.7 | -7 | -14 | -0.5 | -12 | 2
Cc1ccc(N2CCN(/N=C/c3ccccc3[N+](=O)[O-])CC2)cc1
  -2 | -0.1 | 0 | -6 | 3.4 | -3 | -5 | -2.3 | 7 | -1
Cc1cc(NC(=O)c2ccc(Br)o2)ccc1NC(=O)c1ccco1
  -1 | -1.1 | -3 | 1 | 1.8 | -2 | -8 | -2.3 | 6 | 1
Cc1nc(SC2CCOC2=O)c2c(C)c(C)sc2n1 (stereo not drawn)
  -3 | 0.3 | -6 | 4 | -0.3 | 0 | -3 | -1.1 | 0 | 6
COc1cccc(CN2CCC(Oc3ccc(C(=O)N4CCCCC4)cc3)CC2)c1
  -1 | 1.8 | -4 | -6 | -0.5 | -2 | 4 | -0.5 | 1 | 1
CCOc1ccc(S(=O)(=O)Nc2ccc(OC)nc2)cc1
  -1 | 0.7 | -2 | -2 | 0.2 | 2 | 4 | -0.4 | 8 | -2
c1ccc2c(c1)Nc1ccncc1S2
  0 | 0.3 | -3 | -13 | 6.5 | 7 | 7 | 0.2 | 11 | -3
CC1(C(=O)Nc2ccc3c(c2)OCCO3)CN(S(C)(=O)=O)CC(=O)N1C1CCCCCC1 (stereo not drawn)
  · | 0.4 | · | 3 | 1.3 | · | · | -0.9 | 5 | ·
c1ccc2c(c1)CCN2CCN1CCc2ccccc21
  0 | 0.1 | -3 | -2 | 5.9 | 2 | -5 | -0.3 | 2 | 31
CCc1ccc(C(C)NC(=O)/C=C/c2ccc(Br)cc2)cc1 (stereo not drawn)
  2 | -0.1 | 0 | -5 | 0.3 | 4 | -6 | -0.5 | -7 | -2
CCn1c(CN(C)c2ccccc2)nc2ccccc21
  0 | -0.1 | -7 | 1 | -0.3 | -2 | 2 | -1.0 | 6 | -1
O=C(Cc1cccc(NC(=O)C2CCN(C(=O)CCc3ccccc3)CC2)c1)Nc1cccc(C(=O)N2CCCC2)c1
  1 | 0.5 | -3 | 2 | 0.2 | -18 | -6 | -0.1 | 9 | -1
COc1ccc(C(=O)Nc2ccc(C)cn2)c(OC)c1
  1 | -0.1 | 2 | 7 | -1.1 | -15 | -9 | -0.7 | -2 | 74*
O=[N+]([O-])c1ccc2nc(-c3ccccn3)[nH]c2c1
  8 | 2.6 | -1 | -28 | 0.6 | 12 | -7 | -0.2 | 4 | 8
Nc1cccc(C(=O)OCC(=O)Nc2cccc3c2C(=O)c2ccccc2C3=O)c1
  -3 | -0.8 | -7 | 19 | 0.1 | 6 | 17 | -0.9 | 25 | -10
CN(Cc1c(O)ccc2c1oc(=O)c1ccccc12)C1CCCCC1
  -2 | 0.7 | -10 | 5 | 1.8 | -11 | 29 | -1.2 | -24 | 44
COc1ccccc1N1CCN(C(=O)CCc2nnc3ccc(N4CCOCC4)nn23)CC1
  -2 | 1.2 | -3 | 4 | -1.2 | -1 | -2 | -0.8 | -1 | 2
CC(C)c1ccc(-n2c(-c3ccccc3)c[n+]3c2CCc2ccccc2-3)cc1
  2 | -1.5 | -4 | 0 | 1.7 | 1 | 8 | -0.3 | 10 | -1
CCCCNC(=O)C1(C)CCCCN1C(=O)c1cc(C#N)cs1 (stereo not drawn)
  -3 | 1.1 | -3 | 1 | -1.0 | -5 | · | -0.3 | -2 | 5
CCCCN1C(=O)C(CC(=O)NCc2cccs2)CC(C(=O)N2CCOCC2)=C1C (stereo not drawn)
  0 | 0.1 | -1 | 0 | -1.5 | 2 | · | -0.6 | -3 | 3
COc1ccccc1Nc1nnc(SCC(=O)Nc2nc(-c3ccc(F)cc3)cs2)s1
  3 | 1.6 | -2 | 2 | 2.2 | -10 | -8 | -0.2 | -20 | -5
CCCCCCCN1N=C(C)C(C(=O)c2ccccc2)C1=O (stereo not drawn)
  1 | 1.2 | -8 | -1 | -0.9 | 3 | -12 | -1.0 | 3 | -2
CCCCOCCCn1cnc2c([nH]c3cc(OC)ccc32)c1=O
  -3 | 0.3 | -4 | -1 | -0.2 | -6 | -5 | -0.3 | 20 | 1
COc1cccc(C(=O)Nc2cccc(OCC(=O)c3ccccc3)c2)c1
  1 | 0.0 | -4 | -4 | 1.4 | -9 | -3 | 0.0 | 10 | -3
C/C(=C\C(=S)Nc1ccccc1)Nc1ccccc1
  -4 | 0.4 | -3 | 0 | -0.7 | 2 | -2 | 0.5 | -10 | -2
O=C(NCCCn1ccnc1)c1ccc(Br)c(S(=O)(=O)N2CCOCC2)c1
  -5 | -1.5 | 0 | 0 | -3.1 | 3 | 2 | -0.6 | 1 | 1
COc1cccc(C(O)c2nc(-c3ccc(OC)nc3)cs2)c1 (stereo not drawn)
  -2 | 0.2 | -1 | -3 | 1.6 | 5 | · | 0.0 | 17 | 1
CC(NC(=O)C(C)(C)C)c1nc2ccccc2n1C (stereo not drawn)
  -6 | -1.3 | 1 | 1 | -1.4 | 10 | -6 | 0.0 | 9 | 0
COc1cc(/C=N/N=C(/N)c2nonc2N)cc(Br)c1OCc1ccccc1C
  -1 | 3.5 | -2 | 3 | 0.1 | -1 | -2 | -0.6 | 9 | 3

Of the compounds above, these contain a nitro group on carbon.
Order of results – STEP inh | MsrA inhibitor | bovine MsrA act | SUMO1 PPI mod | LMPTP block | eLon inh | Scp-1 inhibitor | Tb MetRS inh | CendR NRP1 mod | DNMT1 inh
Cc1ccc(N2CCN(/N=C/c3ccccc3[N+](=O)[O-])CC2)cc1
  -2 | -0.1 | 0 | -6 | 3.4 | -3 | -5 | -2.3 | 7 | -1
O=[N+]([O-])c1ccc2nc(-c3ccccn3)[nH]c2c1
  8 | 2.6 | -1 | -28 | 0.6 | 12 | -7 | -0.2 | 4 | 8

Next compounds
Order of results – STEP inh | MsrA inhibitor | bovine MsrA act | SUMO1 PPI mod | LMPTP block | eLon inh | Scp-1 inhibitor | Tb MetRS inh | CendR NRP1 mod | DNMT1 inh
COC(=O)[C@@H](Cc1ccccc1)NS(=O)(=O)N[C@H](Cc1ccccc1)C(=O)OC
  -2 | -0.2 | -2 | 0 | -0.1 | -12 | -8 | -0.2 | 0 | 3
C=CCSc1nnc2c(n1)OC(c1cccnc1)Nc1ccccc1-2 (stereo not drawn)
  0 | 1.6 | -8 | -15 | 1.1 | -1 | -7 | -0.9 | -6 | 1
CN(C)S(=O)(=O)Nc1ccc(C(=O)O)cc1
  0 | -0.3 | -3 | 2 | -1.1 | 3 | -7 | 0.4 | -16 | 6
O=C1CCCN1CCCNc1ncnc2sccc12
  3 | -0.2 | -7 | 1 | 1.0 | -4 | -1 | -0.7 | -3 | -1
CC1CCCC(C)N1C(=O)CSc1nnnn1Cc1ccccc1 (stereo not drawn)
  -3 | 1.2 | -3 | -1 | 0.7 | -4 | -9 | 0.1 | -7 | -1
COc1ccc2c(c1)c(C(=O)N/N=C/c1ccc(Cl)cc1)c(C)n2C
  1 | 0.3 | -1 | -8 | 0.7 | 1 | -10 | 0.1 | 3 | 5
Nc1ccc2c(c1)C(=O)c1ccc(Br)cc1-2
  2 | 0.4 | 1 | -28 | 2.0 | 0 | 16 | 0.6 | 9 | -2
COc1ccc(NC(=O)NNC(=O)C(O)(c2ccccc2)c2ccccc2)cc1
  -2 | -0.1 | -3 | 2 | 0.1 | 5 | 1 | -0.4 | 28* | 0
CN1CCN(CCCNC(=O)CCCOc2cc(=O)n(C)c3ccccc23)CC1
  -2 | 1.6 | 3 | -3 | -3.6 | 0 | -11 | 0.3 | -13 | 4
COCCCNc1nccn2ccnc12
  -2 | -1.1 | -5 | -4 | -1.7 | 1 | · | -0.4 | 18 | 5
